# Source: PubChem BioAssay
# TrxR1 inh: qHTS Assay for Inhibitors of Mammalian Selenoprotein Thioredoxin Reductase 1 (TrxR1): qHTS. Thioredoxin reductase 1, cytoplasmic (Rattus norvegicus), O89049. recombinant rTrxR1, NADPH fluorescence consumption, selenite substrate. Potency, µM (highest dose often 114 µM), for the others: top-dose activity change, negative = inhibition, actives largely listed as inhibitors. hit rate 1% among 390,000. AID 588453, 2011; note: potency is the fitted concentration of half-maximal effect; % is set by controls: 0 for no effect and ±100 for the full control effect; nearly all actives have a fitted effect of over 65% in size
# Target sequence (O89049 whole entry, looked up): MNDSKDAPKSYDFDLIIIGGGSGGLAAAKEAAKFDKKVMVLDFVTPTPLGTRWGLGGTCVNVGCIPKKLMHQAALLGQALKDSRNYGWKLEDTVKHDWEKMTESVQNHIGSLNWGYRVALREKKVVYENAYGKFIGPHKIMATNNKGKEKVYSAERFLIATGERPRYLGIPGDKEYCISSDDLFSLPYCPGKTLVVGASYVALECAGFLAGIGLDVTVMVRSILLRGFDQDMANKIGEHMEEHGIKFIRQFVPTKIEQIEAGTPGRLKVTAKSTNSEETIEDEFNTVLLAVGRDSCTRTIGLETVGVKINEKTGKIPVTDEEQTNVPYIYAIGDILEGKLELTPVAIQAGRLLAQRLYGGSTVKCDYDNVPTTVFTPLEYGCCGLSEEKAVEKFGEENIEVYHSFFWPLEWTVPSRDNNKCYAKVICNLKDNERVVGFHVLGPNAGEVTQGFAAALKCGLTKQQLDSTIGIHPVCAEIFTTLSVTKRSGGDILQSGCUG
#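 Rat TrxR1 (90 nM in the dispensed reagent) was pre-reduced with 400 uM NADPH for 5 min at room temperature, then incubated with compound for 15 min. After 400 uM selenite was added, NADPH fluorescence (Ex 340/Em 450 nm) was followed for 8 min.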
# TRHR PAM: qHTS for Small Molecule Agonists and Allosteric Enhancers of Human TRH Receptor: Primary Screen for Enhancers | Thyrotropin-releasing hormone receptor (Homo sapiens), P34981 | TRHR cells, fluo-8 calcium fluorescence, EC20 TRH enhancement | AID 493056, 2011 | enhancement, % at 2 µM | hit rate 0.66% among 360,000; in the data active = enhancement above about 30%; note: 0% is about no effect
# Target sequence (P34981 whole entry, looked up): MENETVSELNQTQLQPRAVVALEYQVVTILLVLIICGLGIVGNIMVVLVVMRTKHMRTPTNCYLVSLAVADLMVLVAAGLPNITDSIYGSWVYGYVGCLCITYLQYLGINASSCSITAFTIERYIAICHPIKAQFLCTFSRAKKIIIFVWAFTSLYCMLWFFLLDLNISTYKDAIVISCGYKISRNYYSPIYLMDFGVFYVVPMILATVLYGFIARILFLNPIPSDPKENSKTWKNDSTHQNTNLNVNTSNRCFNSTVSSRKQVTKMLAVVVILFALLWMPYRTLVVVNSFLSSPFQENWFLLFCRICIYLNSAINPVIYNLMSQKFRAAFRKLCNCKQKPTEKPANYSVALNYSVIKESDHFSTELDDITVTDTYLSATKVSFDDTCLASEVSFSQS
#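 Enhancer read-out: after compound pinning and an initial kinetic agonist-mode read, an EC20 of TRH (10 nM final) was injected and fluo-8 calcium signal (Ex 480/Em 530) followed at 1 s/cycle for 100 cycles in TRHR-expressing cells.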
# Pin1 inh: qHTS Assay to Find Inhibitors of Pin1; hit rate 0.009% among 390,000; AID 504891, 2011; Pin1 FP peptide displacement, HiFluor488, 10 min; Potency, µM (top dose mostly 115 µM), without a hit: top-dose activity, negative = inhibition, hits mostly inhibitors; Peptidyl-prolyl cis-trans isomerase NIMA-interacting 1 (Homo sapiens), Q13526; active = well fitted inhibition curve with a large enough effect in the polarisation, with a control signal flat, not every such curve was filed as active; inconclusive = small, poorly fitted or top-dose-only effect, or effect the other way, or a change in a side signal; inactive = no such curve, though single readings can be large or run the other way; the % refers to the polarisation; note: potency is the fitted concentration of half-maximal effect; % is set by controls: 0 for no effect and ±100 for the full control effect
# Target sequence (Q13526 whole entry, looked up): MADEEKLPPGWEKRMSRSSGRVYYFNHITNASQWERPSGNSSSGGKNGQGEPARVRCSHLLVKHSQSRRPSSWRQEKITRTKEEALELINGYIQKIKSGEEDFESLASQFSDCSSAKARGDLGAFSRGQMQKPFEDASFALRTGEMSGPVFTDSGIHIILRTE
# D2 antag: HTS Assay for Allosteric Antagonists of the Human D2 Dopamine Receptor: Primary Screen for Antagonists | D(2) dopamine receptor (Homo sapiens), P14416 | HEK293 TREx D2 cells, calcium flux, dopamine EC80 | inhibition, % at 10 µM | hit rate 2% among 340,000 | AID 485344, 2010; in the data active = inhibition above about 30%; note: 0% is about no effect
#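 Cells plated overnight at 30 C with tetracycline; no-wash calcium dye, 30–90 min RT; 10 s baseline; compound pinned; 180 s read; EC80 dopamine added; another 180 s read.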
# USP1 inh: Inhibitors of USP1/UAF1: Primary Screen | Ubiquitin carboxyl-terminal hydrolase 1 (Homo sapiens), O94782 | recombinant USP1/UAF1, Ub-Rhodamine cleavage fluorescence | Potency, µM (top dose mostly 57.1 µM), for inactives: top-dose activity change, negative = inhibition, most hits filed as inhibitors | hit rate 0.23% among 390,000 | AID 743255, 2014; note: potency is the fitted concentration of half-maximal effect; % is set by controls: 0 for no effect and ±100 for the full control effect; nearly all actives have a fitted effect of over 60% in size; inactives centre near -12
#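 High-throughput fluorogenic screen: 1nM USP1/UAF1 complex, Ub-Rho substrate 150nM final, 50mM HEPES pH 7.8 with 0.5mM EDTA, 0.1 mg/ml BSA, 1mM TCEP and 0.01% Tween-20.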
# TrxR1 substrate: qHTS Assay for Substrates of Mammalian Selenoprotein Thioredoxin Reductase 1 (TrxR1): qHTS; Thioredoxin reductase 1, cytoplasmic (Rattus norvegicus), O89049; purified TrxR1 substrate turnover, NADPH consumption readout; Potency, µM (series often up to 114 µM), for inactives: at the top dose activity change, negative = substrate turnover; hit rate 0.01% among 390,000; note: potency is the fitted concentration of half-maximal effect; % is set by controls: 0 for no effect and ±100 for the full control effect; nearly all actives have a fitted effect of over 50% in size
#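 Rat TrxR1, dispensed at 90 nM, was prereduced with 400 uM NADPH (final) for 5 min at ~22 deg C, then incubated with compound 15 min before 400 uM selenite. A first-read NADPH fluorescence drop versus no-compound background flagged substrates.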
# mIDH1 inhibitor: qHTS for Inhibitors of mutant isocitrate dehydrogenase 1 (IDH1): qHTS; Isocitrate dehydrogenase [NADP] cytoplasmic (Homo sapiens), O75874; IDH1-R132H enzyme, NADPH consumption, diaphorase/resazurin fluorescence; Potency, µM (highest dose often 76.6 µM), without a hit: top-dose activity change, negative = inhibition, hits mostly inhibitors; hit rate 0.093% among 390,000; AID 602179, 2012; note: potency is the fitted concentration of half-maximal effect; % is set by controls: 0 for no effect and ±100 for the full control effect; nearly all actives have a fitted effect of over 65% in size
#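 IDH1-R132H (0.5 ug/mL) preincubated 30 min with compound, then NADPH (0.016 mM) and alpha-KG (2 mM) added; 80 min at RT, pH 7.5. Remaining NADPH coupled via diaphorase/resazurin to fluorescence (540/590 nm); concentration-response curves normalized to no-enzyme control.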
# TRHR agonist: qHTS for Small Molecule Agonists and Allosteric Enhancers of Human TRH Receptor: Primary Screen for Agonists | Thyrotropin-releasing hormone receptor (Homo sapiens), P34981 | activation, % at 2 µM | TRHR cells, calcium flux fluo-8, FDSS agonist mode | hit rate 0.18% among 360,000; in the data active = activation above about 30%; note: 0% is about no effect
#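 In this calcium-flux screen, cells bearing human TRHR are dye-loaded with fluo-8, baselined for 10 cycles, then exposed to library compounds; positive kinetic calcium responses during the agonist phase mark hits, with TRH as control.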
# D2 agonist: HTS Assay for Allosteric Agonists of the Human D2 Dopamine Receptor: Primary Screen for Agonists; D(2) dopamine receptor (Homo sapiens), P14416; HEK293 T-REx D2 cells, calcium flux agonist mode; activation, % at 2 µM; hit rate 0.53% among 340,000;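 active = activation over 3 SD above normal in the single-dose calcium agonist read, cut at about 30% in these data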; note: 0% is about no effect
#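 Tetracycline-induced HEK293 Trex cells with D2 receptor force-coupled to calcium signaling, plated overnight at 30 C and loaded with no-wash calcium dye. Calcium flux read kinetically for 180 s after compound addition; responses flag agonists.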
# * = called active by the depositor; ? = inconclusive; . = not tested or not shown; [ ] = dose if it differs, or a comment. Unless noted, calls come from the whole dose curve; as a rule, active = well fitted inhibition curve with a large enough effect; inconclusive = small, poorly fitted or top-dose-only effect; inactive = no such curve, though single readings can be large or run the other way. Only part of the results is shown. The share of hits here may be higher or lower than overall.
no.	molecule	TrxR1 inh	TRHR PAM	Pin1 inh	D2 antag	USP1 inh
1	O=C(CCc1ccccc1)Nc1ccc(F)c([N+](=O)[O-])c1	11%	-4	0%	-6	-15%
2	Cc1sc2ncn(CC(=O)NCCCC(=O)N3CCN(c4ccccn4)CC3)c(=O)c2c1C	10%	8	2%	-1	-7%
3	CCNCc1cc([N+](=O)[O-])ccc1OCC	9%	-5	-1%	11	-6%
4	O=C(CCCOc1ccccc1)Nc1cccc(S(=O)(=O)N2CCCCCC2)c1	14%	-12	0%	18	-22%
5	Cc1nc(N)nc(N)c1/C=C/C(C)(C)c1ccc(Cl)cc1	12%[57.1 µM]	24	-1%	-8	-9%
6	O=C(COc1ncnc2ccccc12)N1CCN(c2ccccc2)CC1	18%[57.1 µM]	15	-2%	8	2%
7	Cn1c(=O)c2c(nc(SCC(=O)Nc3ccc(OC(F)(F)F)cc3)n2Cc2cccc(C(F)(F)F)c2)n(C)c1=O	1%	4	0%	.	?
8	Cc1cccc(N2C(=O)CSC23CCCCC3)c1	5%	1	4%	18	-12%
9	C#CCSC1=C(C#N)C(c2cccs2)C(C(=O)OCC)=C(C)N1 (stereo not given)	-23%	-7	30%	-1	-11%
10	COc1ccc(Cc2nc3c4c(ncn3n2)Oc2ccc3ccccc3c2C4c2ccc(OC)c(OC)c2)cc1 (stereo not given)	5%	1	1%	3	-2%
11	O=C(COc1ccc(S(=O)(=O)N2CCCCC2)cc1Cl)N1CCOCC1	12%[57.1 µM]	-1	-2%	-2	-2%
12	CCOC(=O)Cn1c(=NC(=O)CSC(C)=O)sc2cc(OC)ccc21	-1%[57.1 µM]	4	16%	-7	1%
13	COC(=O)c1cccc(-n2c(CCC(=O)O)ccc2-c2ccc(OC)cc2)c1	?	19	14%	.	-17%
14	CCOc1ccc(N(CC)C(=O)CCc2nc(-c3ccccc3F)no2)cc1	8%	-7	3%	.	-16%
15	O=C1NC(c2cn(-c3ccccc3)nc2-c2cccs2)C(C(=O)c2cccnc2)C(O)(C(F)(F)F)N1 (stereo not given)	?	9	1%	3	-3%

no.	TrxR1 substrate	mIDH1 inhibitor	TRHR agonist	D2 agonist
1	6%[57.1 µM]	6%	-1.0	-1.0
2	4%	-6%	0.2	-0.1
3	-8%	-18%	0.2	-0.2
4	7%	8%	1.3	0.9
5	1%[57.1 µM]	-2%	0.5	-0.3
6	10%[57.1 µM]	0%	-0.4	-0.3
7	-12%	7%	-4.0	-0.9
8	-1%	-14%	-0.3	-5.1
9	2%	-2%	0.5	0.3
10	11%	-5%	0.7	2.3
11	8%[0.0914 µM]	4%	-1.8	-0.5
12	13%[57.1 µM]	5%	-0.3	-1.2
13	8%	-14%	0.1	0.0
14	1%	-3%	-0.7	-0.4
15	19%[57.1 µM]	4%	0.1	-0.3

# Look-ups from above.
# In TrxR1 substrate, COc1ccc(Cc2nc3c4c(ncn3n2)Oc2ccc3ccccc3c2C4c2ccc(OC)c(OC)c2)cc1 (stereo not given) is listed with 11%
# In TRHR agonist, Cc1nc(N)nc(N)c1/C=C/C(C)(C)c1ccc(Cl)cc1 is listed with 0.5
# In mIDH1 inhibitor, O=C1NC(c2cn(-c3ccccc3)nc2-c2cccs2)C(C(=O)c2cccnc2)C(O)(C(F)(F)F)N1 (stereo not given) is listed with 4%
# In TrxR1 substrate, O=C(CCc1ccccc1)Nc1ccc(F)c([N+](=O)[O-])c1 is listed with 6%[57.1 µM]
# In mIDH1 inhibitor, O=C(COc1ccc(S(=O)(=O)N2CCCCC2)cc1Cl)N1CCOCC1 is listed with 4%

# Further records:
no.	molecule	TrxR1 inh	TRHR PAM	Pin1 inh	D2 antag	USP1 inh
16	COC(=O)c1cccc(C(=O)N2CCCC(C(=O)c3ccccc3OC)C2)c1 (stereo not given)	-3%	3	1%	5	-16%
17	COc1ccc(C(=O)Nc2ccc(C(=O)N3CCC(C)CC3)cc2)cc1OC	2%[57.1 µM]	0	3%	3	-8%
18	NC(=O)c1ccc2c(c1)OCCO2	-13%	7	-2%	9	0%
19	CC(C)(C)OC(=O)C[C@H]1C/C=C\C[C@@H](CC(=O)N(CCO)Cc2ccccc2)C(=O)NC[C@H](c2ccccc2)OC1=O	6%	.	-7%	.	-12%
20	Cc1c(Cl)c([N+](=O)[O-])nn1CC(=O)NCC(C)C	6%[57.1 µM]	-7	-9%	-14	?
21	COc1ccc(NC(=O)COC(=O)CCc2nc3ccccc3c(=O)[nH]2)c(OC)c1	10%	-3	1%	7	-19%
22	Cc1ccc(SCc2[nH]nc3c2C(C(C)C)C(C#N)=C(N)O3)cc1 (stereo not given)	-8%	-3	1%	0	-18%
23	COC(=O)c1ccccc1NC(NC(=O)c1ccco1)C(=O)c1ccc(C)cc1 (stereo not given)	1%	-5	-8%	11	-13%
24	CCOc1cc(/C=C2/C(=N)N3C=CSC3=NC2=O)ccc1OCCCOc1ccccc1C	32%	1	76%[activator]	-9	?
25	COc1ccc(CC(=O)N2CCc3cc(OC)c(OC)cc3C2COc2ccc(F)cc2)cc1 (stereo not given)	-3%[57.1 µM]	3	-1%	.	-21%
26	C=CC[C@H](CC(=O)N(CCO)Cc1ccccc1)C(=O)N[C@H](COC(=O)[C@@H](CC=C)CC(=O)OC(C)(C)C)c1ccccc1	13%	.	?	.	?
27	CC1(C)NC(=O)N(CC(=O)N2CCC(Cc3ccccc3)CC2)C1=O	34%	-5	-9%	18	-22%
28	O=C1CCc2cc(S(=O)(=O)Nc3ccccc3)ccc2N1	6%	-6	-7%	-4	-17%
29	O=S(=O)(Nc1cccc2ccccc12)N1CCCC1	15%	-5	10%	.	-17%
30	O=S1(=O)CCC(NC(=S)SCc2ccccc2Br)C1 (stereo not given)	-19%	-2	4%	-21	-16%

no.	TrxR1 substrate	mIDH1 inhibitor	TRHR agonist	D2 agonist
16	1%	1%	-1.0	0.1
17	-4%[57.1 µM]	8%	-0.3	-0.9
18	-4%	11%	-0.3	-0.2
19	3%	-7%	.	.
20	4%[57.1 µM]	5%	-0.1	0.3
21	1%	-6%	-0.1	0.0
22	-5%	4%	-0.5	0.0
23	-3%	-3%	0.1	-0.2
24	23%	-8%	-0.4	0.2
25	-7%[57.1 µM]	3%	0.2	0.1
26	-3%	-6%	.	.
27	10%	-6%	0.0	-0.2
28	-2%	2%	-0.4	1.2
29	34%	18%	-0.3	.
30	3%	-7%	1.4	-0.3

no.	molecule	TrxR1 inh	TRHR PAM	Pin1 inh	D2 antag	USP1 inh
31	COc1ccc(NS(=O)(=O)c2ccc(O)c(C(=O)OCC(=O)N3CC(C)OC(C)C3)c2)cc1 (stereo not given)	19%[57.1 µM]	6	0%	.	-10%
32	CCc1ccc(NC(=O)N(CCN2CCOCC2)C2CCN(C(C)=O)CC2)cc1	-10%	6	-1%	-6	4%
33	Oc1ccc(CCC2CCCCN2Cc2nc(C3CC3)no2)cc1 (stereo not given)	10%[57.1 µM]	-4	-8%	8	-14%
34	Oc1ccccc1-c1cc(-c2ccccc2Cl)[nH]n1	-9%	2	0%	-7	-6%
35	C/C=C/C=C/[C@H]1Cc2cc(O)cc(O)c2O1	.	-1	.	-17	.
36	Cc1ccc2c(c1)N(CC(=O)NCc1ccco1)C(=O)CO2	7%[57.1 µM]	8	-7%	22	-9%
37	COc1cc(-c2nnc(NC(=O)C3=COCCO3)o2)cc(OC)c1OC	-8%	-1	7%	-5	-23%
38	COCCn1c(N2CCN(c3ccccc3)CC2)nc2c1c(=O)n(C)c(=O)n2C	29%[57.1 µM]	-2	-5%	-12	-16%
39	Nc1cnn(C2OC(CO)C(O)C2O)c(=O)n1 (stereo not given)	7%[57.1 µM]	3	-3%	-8	1%
40	COc1ccc(NC(=O)CCN2CCN(S(=O)(=O)c3ccc(Br)cc3)CC2)cc1	16%	3	-8%	.	-6%

no.	TrxR1 substrate	mIDH1 inhibitor	TRHR agonist	D2 agonist
31	7%[57.1 µM]	0%	0.0	.
32	-14%	5%	-0.1	0.7
33	9%[57.1 µM]	0%	-1.1	-0.6
34	-3%	2%	1.7	0.4
35	.	.	1.3	-0.9
36	-5%	1%	0.3	-0.2
37	-10%	2%	0.5	0.5
38	12%[57.1 µM]	1%	-0.7	0.9
39	5%	16%	-0.3	0.1
40	3%	-1%	-0.8	.

# Record cards, as listed above. Screens in order: TrxR1 inh	TRHR PAM	Pin1 inh	D2 antag	USP1 inh	TrxR1 substrate	mIDH1 inhibitor	TRHR agonist	D2 agonist
# COc1ccc(C(=O)Nc2ccc(C(=O)N3CCC(C)CC3)cc2)cc1OC in the list: 2%[57.1 µM]	0	3%	3	-8%	-4%[57.1 µM]	8%	-0.3	-0.9
# O=C(COc1ncnc2ccccc12)N1CCN(c2ccccc2)CC1 in the list: 18%[57.1 µM]	15	-2%	8	2%	10%[57.1 µM]	0%	-0.4	-0.3
